DT40 TDP1 CPT: growth inhibition of DT40 Tdp1-/-;hTDP1 cells with camptothecin (screen for TDP1 inhibitors); chicken DT40 Tdp1-/-;hTDP1 cells + 20 nM CPT, ATP luminescence, 48 h; Potency, µM (series often up to 46.2 µM), inactives show at the top dose activity change, negative = growth inhibition, actives largely listed as inhibitors; 420,000 tested, 12% active; AID 686979; further: nearly all actives have a fitted effect of over 55% in size
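Chicken DT40 Tdp1-/- cells complemented with human TDP1, 400 cells/well, exposed to compounds plus 20 nM camptothecin for at least 48 h at 37 C; viability read as ATP content by CellTiter-Glo luminescence.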
KAT2A inh: blocks human GCN5L2 histone acetyltransferase. 390,000 tested, 0.21% active. AID 504327. GCN5L2 HAT assay, ThioGlo1 CoA-SH fluorescence. Potency, µM (highest dose often 58.9 µM), inactives show top-dose activity change, negative = inhibition, hits mostly inhibitors
Target sequence (Q92830 whole entry, looked up): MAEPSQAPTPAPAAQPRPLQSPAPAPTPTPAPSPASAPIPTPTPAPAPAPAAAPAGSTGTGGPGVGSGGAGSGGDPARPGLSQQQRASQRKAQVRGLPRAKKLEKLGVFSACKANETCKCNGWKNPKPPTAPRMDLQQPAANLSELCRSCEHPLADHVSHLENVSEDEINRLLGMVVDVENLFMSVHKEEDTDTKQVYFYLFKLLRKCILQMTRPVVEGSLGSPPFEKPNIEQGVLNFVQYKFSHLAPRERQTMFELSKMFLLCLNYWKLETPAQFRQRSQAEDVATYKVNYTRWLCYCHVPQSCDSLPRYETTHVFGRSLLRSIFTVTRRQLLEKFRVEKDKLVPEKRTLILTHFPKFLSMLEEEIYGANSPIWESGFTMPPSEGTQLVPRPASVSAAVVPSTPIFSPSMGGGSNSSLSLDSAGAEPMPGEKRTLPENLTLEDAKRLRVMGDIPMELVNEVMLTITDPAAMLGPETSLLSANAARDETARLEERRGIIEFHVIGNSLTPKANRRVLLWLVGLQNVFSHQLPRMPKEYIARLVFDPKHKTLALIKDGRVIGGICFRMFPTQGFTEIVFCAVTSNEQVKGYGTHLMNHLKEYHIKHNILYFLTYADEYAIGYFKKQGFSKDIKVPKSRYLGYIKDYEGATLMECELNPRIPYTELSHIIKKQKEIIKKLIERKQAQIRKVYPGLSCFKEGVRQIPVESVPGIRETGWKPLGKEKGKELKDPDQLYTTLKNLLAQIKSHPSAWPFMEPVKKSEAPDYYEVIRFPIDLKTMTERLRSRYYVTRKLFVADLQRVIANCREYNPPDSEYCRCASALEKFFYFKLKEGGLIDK
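Titration-based screen in which CoA formation is detected via maleimide probe ThioGlo1 (50uM) turning fluorescent on thiol reaction; substrates H3(1-25) 75uM and acetyl-CoA 70uM, GCN5L2 20nM, 20 min incubation at room temperature.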
TDP1 cell noCPT: qHTS for Inhibitors of human tyrosyl-DNA phosphodiesterase 1 (TDP1): qHTS in cells in absence of CPT; Potency, µM (highest dose often 46.2 µM), for the others: at the highest dose activity change, negative = growth inhibition, hits mostly inhibitors; 420,000 tested, 15% active; DT40 Tdp1-/- hTDP1 cells, no CPT, ATP luminescence, 48 h; further: nearly all actives have a fitted effect of over 55% in size
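No-CPT arm: Tdp1-/-;hTDP1 DT40 cells (400/well) plus compounds, incubated ≥48 hr at 37 °C. Readout CellTiter-Glo luminescence.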
An asterisk follows results filed as active; ? = inconclusive; . = not tested or not shown; & = joins results of further samples; ! = not active in a repeat. The call rests on the fitted dose curve; in most records, active means well fitted curve in the direction sought with a large enough effect; inconclusive means small, poorly fitted or top-dose-only effect, or another doubt; inactive means no such curve, though single readings can be large; an effect the other way counts as inactive or inconclusive. On the % scale 0 is the no-effect control and ±100 the full control effect; potency means the concentration at half of the fitted maximal effect. These rows are one share of the data; count on the stated rates, not on these rows.

SMILES	DT40 TDP1 CPT	KAT2A inh	TDP1 cell noCPT
O=C(/C=C/c1ccc(Br)o1)NCc1ccccc1	-4%	-28%	-25%
N#CC1=C(N)SC(N)=C(C#N)C1C1C=CCCC1 (stereo unspecified)	?	-2%	-10%
CCCc1cc(-n2ccnc2)n2c(nc3ccccc32)c1C#N	-18%	-22%	?
COC(=O)[C@@H](NC(=O)NCCC1=CCCCC1)C(C)C	-18%	-13%	-7%
CCOC(=O)C(=O)Nc1nnc(C2CCCCC2)s1	-11%	-3%	-22%
CCOc1ccc(NC(=O)C2CCN(S(=O)(=O)c3c(C)noc3/C=C/c3ccco3)CC2)cc1	-18%	-10%	?
O=c1cc(-c2ccc(F)cc2)oc2ccccc12	-23%	.	-29%
CC(=O)N1CCC[C@@]2(CCN(C(c3ccccc3)c3ccccc3)C2)C1	11%	4%	-7%
Cc1ccc(COC(=O)CCCN=C2NS(=O)(=O)c3ccccc32)cc1	-27%	-5%	?
O=C(OC(C(=O)NCc1cccs1)c1ccccc1Cl)c1ccco1 (stereo unspecified)	-11%	2%	0%
COc1ccc(NC(=O)C[C@H]2C(=O)N(Cc3ccccc3)C[C@@H]2Cc2ccccc2)cc1	18µM*	.	?
Cc1cc(NC(=O)CCN2CCC(C(N)=O)CC2)ccc1Br	-1%	-5%	1%
COc1ccc(N2CCN(S(=O)(=O)c3cccc4nsnc34)CC2)cc1	-11%	-2%	-14%
CCCn1c(C(=O)OC)cc2c1ccn2-c1ccc(F)cc1	?	-17%	?
CCOc1ccc(C(=O)NCC(=O)OCc2c(C)noc2C)cc1	25%	-1%	-6%
COC(=O)c1cc(-c2ccccc2)on1	-2%	0%	-24%
Cc1ccc(-c2nc(-c3nccc4ccccc34)oc2-c2ccccc2)cc1	?	?	13µM*
CN1OC[C@@H]2CN(C(=O)C(C)(C)C)[C@H](c3cccc(N4CCOCC4)c3)C[C@@H]21	5%	.	-11%
CCOC(=O)[C@]12CCCC=C1N(Cc1ccccc1)C(=O)[C@H](CC(=O)NCCCCc1ccccc1)C2	?	.	?
O=C(NCCc1c[nH]c2ccccc12)C1CCN(S(=O)(=O)c2ccccc2F)CC1	?	-6%	?
O=C(Nc1ccc(N2CCOCC2)cc1Cl)C1CCN(C(=O)OCc2ccccc2)CC1	?	-28%	16µM*
CO[C@@H]1CN(C)C(=O)c2cc(NC(=O)Nc3cc(F)ccc3F)ccc2OC[C@H](C)NC[C@@H]1C	-26%	.	-23%
Cc1sc(NC(=O)c2ccc(OCC(C)C)cc2)c(C(N)=O)c1-c1ccc(Cl)cc1Cl	9.2µM*	?	7.3µM*
O=C(O)CCC(NC(=O)C1CCCN1C(=O)OCc1ccccc1)C(=O)O (stereo unspecified)	3%	-1%	-13%
C=CC[C@H](CC(=O)N(CCO)Cc1ccccc1)C(=O)N[C@@H](COC(=O)[C@@H](CC=C)CC(=O)OC(C)(C)C)Cc1c[nH]c2ccccc12	?	-12%	?
CCN1C(=O)[C@@H]2[C@@H](c3ccc(-c4cccc(Cl)c4)c(OC)c3)N3CCCC[C@@]3(C(=O)OC)[C@@H]2C1=O	?	-6%	16µM*
CCc1ccc(C2c3[nH]c4ccccc4c3CCN2C(=O)c2cc[n+]([O-])cc2)cc1 (stereo unspecified)	26µM*	-6%	16µM*
OC(c1ccccc1)(c1nc(-c2ccc3ccccc3c2)cs1)C(F)(F)F (stereo unspecified)	21µM*	.	?
CCOc1ccc(NS(=O)(=O)c2ccc3c(c2)N(C(C)=O)CCS3)cc1	?	-2%	?
Cc1ccc(S(=O)(=O)N2CCOCC2)cc1C(=O)NCC1CCCCC1	-12%	1%	-11%

A draw from above in order of length of the SMILES, low to high.
SMILES	DT40 TDP1 CPT	KAT2A inh	TDP1 cell noCPT
COC(=O)[C@@H](NC(=O)NCCC1=CCCCC1)C(C)C	-18%	-13%	-7%
CC(=O)N1CCC[C@@]2(CCN(C(c3ccccc3)c3ccccc3)C2)C1	11%	4%	-7%
COc1ccc(NC(=O)C[C@H]2C(=O)N(Cc3ccccc3)C[C@@H]2Cc2ccccc2)cc1	18µM*	.	?

Other entries.
SMILES	DT40 TDP1 CPT	KAT2A inh	TDP1 cell noCPT
COc1ccccc1CNC(=O)COC(=O)c1ccc(Cl)c(N)c1	19%	-17%	1%
CCCNC(=O)C1CCN(S(=O)(=O)c2ccc3c(c2)CCCN3C(C)=O)CC1	-28%	12%	?
O=C(COc1ccccc1)Nc1ccc2c(c1)C(=O)N(CC1CCCO1)C2=O (stereo unspecified)	0%	-4%	-7%
O=C(C1Cc2ccccc2CN1S(=O)(=O)c1ccc(F)cc1)N1CCOCC1 (stereo unspecified)	-10%	-9%	3%
CCC(NCc1cccnc1)c1ccc(OC)c(OC)c1 (stereo unspecified)	5%	.	5%
CC(=O)N1CCc2c(sc3c2c(=O)n(-c2cc(Cl)ccc2C)c(=O)n3Cc2ccccc2F)C1	?	-5%	?
Cc1cc(C)c2cc(C#N)c(NCCCNC(=O)CCC(=O)O)nc2c1	0%	-2%	-27%
COc1ccc2[nH]cc(CC(=O)O)c2c1	6%	-1%	2%
COc1ccc2[nH]c(=O)c(CN(CC3CCCO3)C(=O)Nc3ccccc3OC)cc2c1 (stereo unspecified)	13µM*	-16%	10µM*
CCN1c2ccccc2NC2C1C(C(C)=O)C(=O)N2c1ccc(Cl)cc1 (stereo unspecified)	21µM*	-5%	16µM*
Cc1cccc(C)c1NC(=O)CN1CCN(c2ccc(F)cc2)CC1	15µM*	.	21µM*
CCOC(=O)C1CCN(C(=O)C2COc3ccccc3O2)CC1 (stereo unspecified)	?	-3%	3%
COCCNc1nc(NCC2CCCCC2)c2sc(-c3ccccc3)cc2n1	15µM*	.	8.2µM*
O=C1c2ccccc2CCC12N=NCC2c1ccccc1 (stereo unspecified)	-9%	-3%	-10%
CCOC(=O)Cn1nc(C)n(-c2ccc(C(C)C)cc2)c1=O	2%	-5%	6%
O=c1cc(CN2CCC(Cc3ccccc3)CC2)nc2sccn12	-2%	-9%	-11%
COc1ccccc1CCNC(=O)Cc1c(C)c2c(O)cc(C)cc2oc1=O	?	-12%	-31%
C/C=C/c1ccc(OCCOCCNCc2ccccc2)c(OC)c1	?	0%	18µM*
CC(C)N1C(=S)SC(C)(C)C1NO (stereo unspecified)	8%	-18%	-17%
O=[N+]([O-])c1ccc2c(c1)-c1ccccc1C2=NO	18µM*	.	16µM*
CCc1cc2c(CN3CCN(CCO)CC3)cc(=O)oc2cc1O	-27%	?	-5%
CSc1cccc(NC(=O)C(c2ccccc2)N2Cc3ccccc3C2=O)c1 (stereo unspecified)	10%	-13%	-10%
CC(=O)N=c1n(C)c2ccccc2n1CCOc1ccccc1	-6%	3%	12%
Cc1ccc(SC/C(O)=C(\C#N)c2nc3ccccc3n2C)cc1	?	1%	?
COc1ccccc1N1CCN(C2CCCC(C)C2)CC1 (stereo unspecified)	1%	?	-15%
CC(C)CN1C(=O)C(=O)N(CC(=O)N2CCC(Cc3ccccc3)CC2)C1=O	-2%	1%	-18%
COc1ccc(C2C(C(=O)Nc3cccnc3)=C(C)Nc3nc(-c4ccccc4)nn32)cc1OC (stereo unspecified)	-2%	2%	-8%
Cc1cc(N)ccc1-n1c(C)ccc1C	?	-5%	?
O=c1cnnc(Nc2cccc(F)c2)[nH]1	-8%	-2%	-17%
Cc1[nH]c2ccccc2c1C(=O)CN1C(=O)C(=O)N(C2CCCC2)C1=O	3%	-9%	-16%
COc1ccc(C(N)c2csc(Nc3nncc4ccccc34)n2)cc1 (stereo unspecified)	?	.	?
Cc1cc2nc(-c3ccc(SCc4ccc(C#N)cc4)nc3)[nH]c2cc1C	?	?	23µM*
Cc1ccc2cc(CN(CC3CCCO3)C(=S)NCc3ccco3)c(=O)[nH]c2c1C (stereo unspecified)	?	4%	13µM*
CCOC(=O)C1=C(C)c2ccccc2OC1(C)C(=O)OCC (stereo unspecified)	-16%	-2%	?
COc1ccc(CCNC(=O)CN2C(=O)CCSc3ccccc32)c(OC)c1	29%	2%	-21%
N#CC1(NC(=O)COC(=O)c2cccc(-n3cnnn3)c2)CCCCC1	-2%	4%	-1%
O=C(NCc1ccccc1)c1nc(S(=O)(=O)Cc2ccccc2)ncc1Cl	2.9µM*	?	2.3µM*
CCN(CC(=O)Nc1ccc(Br)cc1)CC(=O)Nc1cc(C)on1	?	-3%	?
NC(N)=Nc1nc(CSCC/C(N)=N/S(N)(=O)=O)cs1	?	-2%	3%&-4%
CCOc1ccccc1NC(=O)CN(c1ccc(OC)c(OC)c1)S(=O)(=O)c1ccc(C)cc1	?	.	?
Cc1ccccc1C(=O)OCn1nnc2ccccc2c1=O	-24%	1%	-30%
CCCn1nc(C(=O)OCn2nnc3ccccc3c2=O)c2ccccc2c1=O	4%	-25%	9%
CCN(CC)CCNc1nc2ccccc2n1C	0%	-8%	-4%
Cc1ccc(Cn2nnnc2CN2CCC(NC(=O)c3ccccc3F)CC2)cc1	?	4%	?
Cc1ccc(N(C)S(=O)(=O)c2cccc(C(=O)Oc3ccc4c(C)cc(=O)oc4c3)c2)cc1	?	-10%	-25%

Reprinted at random: 5 entries already listed
SMILES	DT40 TDP1 CPT	KAT2A inh	TDP1 cell noCPT
N#CC1(NC(=O)COC(=O)c2cccc(-n3cnnn3)c2)CCCCC1	-2%	4%	-1%
O=C(/C=C/c1ccc(Br)o1)NCc1ccccc1	-4%	-28%	-25%
CCN(CC(=O)Nc1ccc(Br)cc1)CC(=O)Nc1cc(C)on1	?	-3%	?
C=CC[C@H](CC(=O)N(CCO)Cc1ccccc1)C(=O)N[C@@H](COC(=O)[C@@H](CC=C)CC(=O)OC(C)(C)C)Cc1c[nH]c2ccccc12	?	-12%	?
Cc1ccc(N(C)S(=O)(=O)c2cccc(C(=O)Oc3ccc4c(C)cc(=O)oc4c3)c2)cc1	?	-10%	-25%

Rewritten with two lines to a compound: entries from further up
Under each structure – DT40 TDP1 CPT	KAT2A inh	TDP1 cell noCPT
N#CC1(NC(=O)COC(=O)c2cccc(-n3cnnn3)c2)CCCCC1
→ -2%	4%	-1%
Cc1ccc2cc(CN(CC3CCCO3)C(=S)NCc3ccco3)c(=O)[nH]c2c1C (stereo unspecified)
→ ?	4%	13µM*
CCOC(=O)C1=C(C)c2ccccc2OC1(C)C(=O)OCC (stereo unspecified)
→ -16%	-2%	?
Cc1ccc(Cn2nnnc2CN2CCC(NC(=O)c3ccccc3F)CC2)cc1
→ ?	4%	?
Cc1cc2nc(-c3ccc(SCc4ccc(C#N)cc4)nc3)[nH]c2cc1C
→ ?	?	23µM*
CCOc1ccccc1NC(=O)CN(c1ccc(OC)c(OC)c1)S(=O)(=O)c1ccc(C)cc1
→ ?	.	?
O=C(NCc1ccccc1)c1nc(S(=O)(=O)Cc2ccccc2)ncc1Cl
→ 2.9µM*	?	2.3µM*

Single records (already shown):
COc1ccc(C(N)c2csc(Nc3nncc4ccccc34)n2)cc1 (stereo unspecified) reads DT40 TDP1 CPT: ?; KAT2A inh: .; TDP1 cell noCPT: ?
N#CC1(NC(=O)COC(=O)c2cccc(-n3cnnn3)c2)CCCCC1 reads DT40 TDP1 CPT: -2%; KAT2A inh: 4%; TDP1 cell noCPT: -1%

Continuation.
SMILES	DT40 TDP1 CPT	KAT2A inh	TDP1 cell noCPT
CC(C)=C(NC(=O)c1ccccc1)C(=O)NC(Cc1ccccc1)C(=O)O (stereo unspecified)	4%	-7%	-9%
COc1ccc(S(=O)(=O)N2CCOC2CNC(=O)C(=O)NCc2ccc(F)cc2)cc1 (stereo unspecified)	0%	-5%	?
Cc1cc(Nc2cc(F)ccc2C)n2nc(C)nc2n1	-1%	-1%	-10%
O=C(NNC(=O)c1ccc(Br)s1)c1csc(N2CCOCC2)n1	-9%	-20%	-25%
CCc1ccc(Sc2cc(C(=O)NCCN3CCOCC3)c3ccccc3n2)cc1	?	0%	15µM*
O=C(C=Cc1ccccc1O)c1ccccc1O	?	.	15µM*
CCn1c(C(=O)N2CCC(C(=O)NCc3ccc4c(c3)OCO4)CC2)cc2sccc21	23µM*	3%	15µM*
CC(C)CN(CCNC(=O)CN1C(=O)CSc2ccc(S(=O)(=O)N3CCOCC3)cc21)CC(C)C	18µM*!	-4%&1%	21µM*!
CCCC(=O)N(Cc1cc2cc(OC)ccc2[nH]c1=O)c1ccccc1OC	15µM*	.	?
Cc1ccc(S(=O)(=O)c2nc(-c3ccccc3)oc2N2CCC(C(N)=O)CC2)cc1	-11%	?	-4%
Cc1ccsc1/C=N/NC(=O)c1ccc2nc[nH]c2c1	3%	0%	?
O=C(O)CCCCCN1C(=O)/C(=C\c2cn(-c3ccccc3)nc2-c2cccs2)SC1=S	?	?	-18%
N/C(=N\OC(=O)C1CCCCC1)c1ccccn1	4%	-5%	-20%
